D1 PAM = human D1 dopamine receptor positive modulation; P21728; HEK293 TREx D1 cells, calcium flux, dopamine EC20 potentiation; potentiation, % at 10 µM; 0.036% of 360,000 active; AID 504651; in the data active = potentiation above about 30%; note: 0% is about no effect
Target sequence (P21728 whole entry, looked up): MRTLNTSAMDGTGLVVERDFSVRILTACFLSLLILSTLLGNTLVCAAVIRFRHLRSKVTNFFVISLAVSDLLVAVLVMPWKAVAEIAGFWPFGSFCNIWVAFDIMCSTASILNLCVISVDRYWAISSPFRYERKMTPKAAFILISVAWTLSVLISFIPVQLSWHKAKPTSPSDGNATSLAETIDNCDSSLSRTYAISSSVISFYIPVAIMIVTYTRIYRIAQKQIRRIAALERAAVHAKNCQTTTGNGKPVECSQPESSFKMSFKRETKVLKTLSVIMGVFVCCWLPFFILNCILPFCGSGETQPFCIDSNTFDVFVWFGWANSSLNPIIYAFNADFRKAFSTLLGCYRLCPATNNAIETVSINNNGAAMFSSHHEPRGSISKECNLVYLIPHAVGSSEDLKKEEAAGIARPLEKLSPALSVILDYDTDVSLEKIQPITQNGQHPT
RXFP1 ag = agonists of human relaxin receptor RXFP1; HEK293T-RXFP1 cAMP TR-FRET, 30 min; response scale: percent of porcine relaxin response, buffer zero; Potency, µM (top dose mostly 57.5 µM), inactives show at the highest dose activation, usual class: activators; 0.3% of 370,000 active; note: potency is the fitted concentration of half-maximal effect; % is set by controls: 0 for no effect and ±100 for the full control effect; nearly all actives have a fitted effect of over 60% in size; many of its hits are not listed in these tables
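Agonist response is measured as cAMP accumulation in an RXFP1-transfected HEK293T line under PDE4 inhibition. Values are scaled between buffer-only and 29 nM porcine relaxin, and EC50s come from standard Hill equation fits.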
Vif-APOBEC3G blk = blocks the Vif interaction with human APOBEC3G; Q9HC16; HeLa A3G-eYFP + Vif (tagged APOBEC3G with the HIV-1 protein that degrades it), YFP fluorescence, overnight; Potency, µM (highest dose often 46.1 µM), without a hit: at the top dose activity, negative = active, usual class: inhibitors; 0.076% of 410,000 active; AID 602310;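 note: potency is the fitted concentration of half-maximal effect; % is set by controls: 0 for no effect and ±100 for the full control effect; nearly all actives have a fitted effect of over 60% in size; hits raise eYFP signal because A3G escapes Vif-driven loss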
Target sequence (Q9HC16 whole entry, looked up): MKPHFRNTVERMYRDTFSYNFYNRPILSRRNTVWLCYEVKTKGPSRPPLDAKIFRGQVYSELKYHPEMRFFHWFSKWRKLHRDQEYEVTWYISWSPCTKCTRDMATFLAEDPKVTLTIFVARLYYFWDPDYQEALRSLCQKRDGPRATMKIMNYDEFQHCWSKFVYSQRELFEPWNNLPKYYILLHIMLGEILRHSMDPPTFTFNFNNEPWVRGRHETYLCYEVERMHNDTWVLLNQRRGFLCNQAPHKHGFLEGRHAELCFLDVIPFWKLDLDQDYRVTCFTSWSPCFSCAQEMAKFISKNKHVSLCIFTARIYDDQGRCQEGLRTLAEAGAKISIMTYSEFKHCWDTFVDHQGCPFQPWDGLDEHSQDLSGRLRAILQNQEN
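HeLa cells stably expressing Vif and C-terminally eYFP-tagged A3G, seeded overnight at 37 deg C, then exposed to compound by pintool overnight at 37 deg C. Rise in yellow fluorescence (Ex 488/Em 500-530, Acumen) marks blocked Vif-driven A3G degradation.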
LDHA inh = blocks human lactate dehydrogenase A. P00338. purified LDHA, NADH/diaphorase-resazurin fluorescence; stronger effect = lower value. activity change, % (values are at about 110 or 230 µM). 0.15% of 480,000 active; in the data active = activity change below about -30%; inconclusive = mostly about -25% to -30%;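 note: plate controls were DMSO wells for no effect and wells without enzyme for full effect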
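Human LDH5 at 2 nM final in Tris HCl pH 7.4 with 0.06 mM NADH and 0.2 mM pyruvate, reacted 5 minutes at room temperature. Remaining NADH coupled via diaphorase/resazurin; resorufin fluorescence read at 0 and 20 minutes, normalized to enzyme-free and DMSO wells.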
D2 potentiator = positive allosteric modulators of human D2 dopamine receptor. 0.34% of 340,000 active. potentiation, % at 10 µM. AID 485347. HEK293 T-REx D2, calcium flux, EC20 dopamine potentiation. P14416;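 active = potentiation over 3 SD above the plate norm, cut at about 30% in these data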; note: 0% is about no effect
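Tetracycline-induced HEK293 T-REx cells force-coupled to calcium signalling expressed D2; compounds were pin-added after a 10 s baseline, read kinetically 180 s, then an EC20 dopamine challenge followed with a further 180 s calcium read.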
D1 agonist = human D1 receptor agonism; P21728; HEK293 T-REx D1 cells, calcium flux, agonist mode; activation, % at 2 µM; 1% of 360,000 active; AID 504660; in the data active = activation above about 30%; note: 0% is about no effect
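Tetracycline-induced HEK293 TREx D1 cells, force-coupled to calcium signalling, were dye-loaded with a no-wash calcium kit. Compound was pin-added after a 10 s baseline. Fluorescence was read kinetically at 1 cycle/s for 180 s, with calcium rises flagged as agonism.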
GRP78 ERSR act = ER stress response induction in glioma; U87-MG GRP78 promoter luciferase reporter, 16 h; Potency, µM, for the others: at the top dose activation, actives largely listed as activators; 0.02% of 420,000 active; AID 602332; note: potency is the fitted concentration of half-maximal effect; series mostly up to about 76 µM; % of control where 0% means no effect; nearly all actives have a fitted effect of over 35% in size
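Stably transfected U87-MG glioma cells carrying a GRP78-based luciferase sensor; 16 h compound incubation. Luminescence end-point read 10 min after Bright-Glo addition at room temperature.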
Vif-A3F inh = blocks the Vif interaction with APOBEC3F | HeLa A3F-eYFP + Vif (tagged APOBEC3F with the HIV-1 protein that degrades it), YFP fluorescence increase | Potency, µM (top dose mostly 46.1 µM), without a hit: at the top dose activity, negative = active | AID 602313 | 0.2% of 390,000 active; note: potency is the fitted concentration of half-maximal effect; % of control where 0% means no effect; nearly all actives have a fitted effect of over 65% in size
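HeLa cells stably expressing Vif plus C-terminally eYFP-tagged A3F were seeded, incubated overnight at 37 deg C, dosed with compound, incubated overnight again at 37 deg C. Yellow fluorescence (Ex 488/Em 500-530) reported blocked Vif-mediated A3F-eYFP degradation.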
D1 antag = antagonists of human D1 dopamine receptor; P21728; HEK293 TREx D1 cells, calcium flux, dopamine EC80; stronger effect = lower value; activity change, negative = inhibition, % at 10 µM; 3.2% of 360,000 active; AID 504652; in the data active = activity change below about -30%; note: % is set by controls: 0 for no effect and ±100 for the full control effect
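HEK293 T-REx cells expressing inducible, force-coupled D1 receptor; no-wash Ca dye, 30–90 min RT. Cmpd → 180 s read at 1 Hz → EC80 DA → 180 s read.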
* = called active by the depositor; ? = inconclusive; · = not tested or not shown; & = joins results of further samples. Unless noted, calls come from the whole dose curve; as a rule, active = well fitted curve in the direction sought with a large enough effect; inconclusive = small, poorly fitted or top-dose-only effect, or another doubt; inactive = no such curve, though single readings can be large; an effect the other way counts as inactive or inconclusive. A portion of the library; count on the stated rates, not on these rows.

SMILES	D1 PAM	RXFP1 ag	Vif-APOBEC3G blk	LDHA inh	D2 potentiator	D1 agonist	GRP78 ERSR act	Vif-A3F inh	D1 antag
Cn1cnc2c1c(=O)[nH]c(=O)n2Cc1ccccc1	0	0.7%	6%	-1	-1	3	-1%	-14%	-1
CC(C)C(NC(=O)c1cccs1)C(=O)NC1CCCCC1 (centres undefined)	1	-2.9%	2%	-4	2	-1	0%	-9%	-4
c1ccc2c(c1)oc1c(Nc3ccc(CN4CCOCC4)cc3)ncnc12	-1	1.0%	-1%	-1	2	2	-15%	1%	12
O=C(Nc1nnc(SCC(=O)N2CCCCC2)s1)C1CCCCC1	-3	0.4%	-1%	-7	37*	-3	-2%	-2%	5
O=C(O)Cc1csc(NC(=O)c2ccco2)n1	-6	-0.9%	1%	-6	-5	-1	-2%	-8%	16
CC(=O)Nc1ccccc1C(=O)N1CCN(Cc2ccc3c(c2)OCO3)CC1	-4	0.2%	-2%	-5	1	0	-1%	-1%	-7
CCC(C)NCCCCOc1ccc(Cl)cc1C (centres undefined)	-5	-0.5%	-2%	-19	·	16	-4%	-11%	-17
Cc1ccccc1Nc1c(-c2ccccn2)nc2ccccn12	0	-1.2%	1%	3	7	3	-6%	-23%	-2
CCOc1ccccc1NC(=O)CSc1nnc(C2CC2)n1CC	-5	0.3%	1%	-4	-2	6	-4%	-4%	-10
O=C(NCc1ccccc1)C(c1ccccn1)N(C(=O)c1csnn1)c1ccccc1F (centres undefined)	-6	0.8%	-4%	-3	3	1	-6%	-11%	0
Cc1cc(O)c2c(C)c(CC(=O)N3CCCCC3)c(=O)oc2c1	-1	22%	-3%	11&-1	-7	3	-3%	0%	-8
CC1=Nc2cc(C(=O)NCCCOC(C)C)ccc2Sc2ccc(C)cc21	3	-0.7%	?	-4	·	2	-7%	-3%	4
CC1Cc2ccccc2N1C(=O)c1cnc2n(c1=O)CCS2 (centres undefined)	·	-0.3%	2%	-4	17	2	-5%	3%	-1
N#C/C(=C/c1cccs1)c1nc2ccccc2[nH]1	0	1.9%	-24%	-1	-6	3	3%	-15%	-9
Cc1ccc(OCc2ccc(-c3ccccc3)cc2)c([N+](=O)[O-])n1	-3	0.5%	0%	-7	-13	16	-2%	-18%	-23
CC1(C)N=C(N)NC(Nc2ccccc2)=N1	-9	0.8%	0%	-7	-15	1	-2%	-11%	9
O=C(NCC(c1ccco1)N1CCCC1)c1cccc(S(=O)(=O)N2CCOCC2)c1 (centres undefined)	-7	-1.1%	0%	-4	1	3	-4%	-2%	-20
O=C(NS(=O)(=O)c1ccccc1)c1ccccc1	0	-4.1%	-1%	0	-7	3	-2%	-5%	·
O=[N+]([O-])c1cn(Cc2ccc(Cl)cc2)cn1	0	0.7%	5%	-3	-4	1	-1%	0%	12
CC(C)(C)c1ccc(OCCC(=O)OCC(=O)Nc2ccc(N3CCOCC3)cc2)cc1	-3	0.0%	0%	-4	11	5	-4%	4%	-27

Entries of single compounds, looked up by structure. Screens in order: D1 PAM | RXFP1 ag | Vif-APOBEC3G blk | LDHA inh | D2 potentiator | D1 agonist | GRP78 ERSR act | Vif-A3F inh | D1 antag
CC1Cc2ccccc2N1C(=O)c1cnc2n(c1=O)CCS2 (centres undefined) as listed: · | -0.3% | 2% | -4 | 17 | 2 | -5% | 3% | -1
CC(C)C(NC(=O)c1cccs1)C(=O)NC1CCCCC1 (centres undefined) as listed: 1 | -2.9% | 2% | -4 | 2 | -1 | 0% | -9% | -4
CCC(C)NCCCCOc1ccc(Cl)cc1C (centres undefined) as listed: -5 | -0.5% | -2% | -19 | · | 16 | -4% | -11% | -17
Cc1ccc(OCc2ccc(-c3ccccc3)cc2)c([N+](=O)[O-])n1 as listed: -3 | 0.5% | 0% | -7 | -13 | 16 | -2% | -18% | -23

Returning to the listing, repeating the 3 entries before the break.
SMILES	D1 PAM	RXFP1 ag	Vif-APOBEC3G blk	LDHA inh	D2 potentiator	D1 agonist	GRP78 ERSR act	Vif-A3F inh	D1 antag
O=C(NS(=O)(=O)c1ccccc1)c1ccccc1	0	-4.1%	-1%	0	-7	3	-2%	-5%	·
O=[N+]([O-])c1cn(Cc2ccc(Cl)cc2)cn1	0	0.7%	5%	-3	-4	1	-1%	0%	12
CC(C)(C)c1ccc(OCCC(=O)OCC(=O)Nc2ccc(N3CCOCC3)cc2)cc1	-3	0.0%	0%	-4	11	5	-4%	4%	-27
CCOc1ccccc1NC(=O)CSc1ccc2nc(-c3ccccc3)cn2n1	0	13%	-6%	1	2	2	-1%	-3%	0
CC(=O)c1coc2ccc(OCC(=O)O)cc12	-4	1.0%	-2%	-5	9	1	0%	-7%	1
COc1ccc2c(c1)C(=O)N(c1ccccc1OC)C(=O)C2(C)C	-7	1.6%	0%	-5	1	1	-2%	0%	13
C=CCOC(=O)C1=C(C)NC(=O)NC1c1cc2c(cc1Br)OCO2 (centres undefined)	3	-0.7%	-11%	-5	9	4	-1%	-3%	-5
Cc1ccccc1C(=O)Nc1cccc(C#N)c1	-2	-0.1%	1%	5	-3	0	7%	14%	-11
CC(C)CC(CO)N1CCN(C(=O)c2ccc(Cl)cc2Cl)CCC1=O (centres undefined)	-8	0.5%	-6%	-3	-1	0	-5%	1%	-11
CCOC(=O)c1cnn(-c2cccc(Cl)c2)c1N	-6	0.1%	0%	0	-4	1	0%	1%	7
CCCC1(C(=O)OC)NC(c2cc(OC)c(OC)c(OC)c2)C2C(=O)N(CC)C(=O)C21 (centres undefined)	0	-0.3%	1%	-1	2	2	-7%	·	13
COc1cccc(N2CC(NC(=O)/C=C\c3ccc4c(c3)OCO4)CC2=O)c1 (centres undefined)	2	2.6%	6%	-6	11	-4	4%	-4%	·
CCCN(CC(=O)Nc1ccc(C(N)=O)cc1)CC(=O)Nc1ccccc1C	2	1.6%	-3%	-4	5	1	-3%	-1%	-1
Nn1c(SCC(=O)NC2CCCc3ccccc32)nnc1-c1ccc(Cl)cc1Cl (centres undefined)	-2	0.9%	·	·	-8	1	·	·	17
CC1(C)Cc2cccc(OCC(=O)Nc3ccccc3C(F)(F)F)c2O1	0	-1.4%	-1%	3	3	2	1%	-3%	2
COc1ccc(/C=N/n2c(SC)nnc(C(C)(C)C)c2=O)cc1	1	-2.5%	-1%	-6	3	3	4%	-2%	0
CC(C)Cn1c(N)c(C(=O)COC(=O)Cc2cccc(C(F)(F)F)c2)c(=O)n(C)c1=O	-3	2.4%	1%	6	1	16	-2%	-14%	-21
COc1ccc(O)c(C(=O)c2cnn(C(=O)c3cccc(S(=O)(=O)N4CCOCC4)c3)c2)c1	-6	-0.1%	-1%	-7	5	-2	6%	-28%	20
O=S(=O)(c1ccc(F)cc1)N1CCN(c2ccccc2)CC1	-2	0.4%	0%	-5	12	3	1%	2%	-6
COCC(C)N=C1NN=C(c2cc(C)n(Cc3ccccc3Cl)c2C)CS1 (centres undefined)	-3	1.3%	-1%	-2	2	7	1%	4%	3
CCOC(=O)c1ccc(NC(=O)Cn2nnc3ccccc32)cc1	1	-0.4%	0%	-3	-10	12	3%	0%	-22
Cc1cccc2[nH]c(CCNC(=O)C3CCC(=O)N(CCc4cccc(F)c4)C3)nc12 (centres undefined)	3	1.5%	0%	-5	17	3	-5%	1%	12
CS(=O)(=O)N1CCN(c2ccccc2NC(=O)c2cccc3ccccc23)CC1	-4	0.5%	4%	-3	-4	8	-2%	0%	-2
CCOC(=O)C1=C(C)C(c2ccccc2OC)NC(=O)N1 (centres undefined)	1	-0.7%	4%	2	-13	3	-2%	-3%	0
CC(=O)Nc1ccc(S(=O)(=O)N2CCN(CCCOc3cc(C)ccc3C)CC2)cc1	-3	-0.5%	2%	1	2	6	-2%	-6%	-18
CCOc1ccccc1Nc1nnc(SC(C)C(=O)Nc2nc(-c3ccccc3)cs2)s1 (centres undefined)	0	1.9%	0%	-1	9	1	-2%	-1%	19
CCc1cc2c3c(c1)C1(C(=O)N3C(C)(C)CC2C)C(C#N)=C(N)N2C(=C1C#N)Nc1ccccc12 (centres undefined)	-6	-1.3%	-19%	-1	3	1	-2%	7%	-10
Cc1ccccc1NC(=S)NC(=O)C1CCCCC1	-4	-1.5%	-6%	-1	8	7	2%	0%	5
C=CCOc1ccccc1CN1CCC(Oc2ccc(C(=O)N3CCCCC3)cc2)CC1	-2	0.8%	2%	-3	-21	23	-5%	-5%	-7
C[C@]12CCC(=O)C=C1CCC1C2CC[C@@]2(C)C1CCC21OCCO1 (some centres undefined)	·	·	-1%	-4	·	·	0%	1%	·
Cc1ccc(C)c(C(=O)CN2C(=O)NC3(CCCCCC3)C2=O)c1	2	0.2%	1%	0	9	3	-2%	6%	4
Cc1ccc(Cl)cc1N1CCN(CCNC(=O)Nc2ccc(Cl)cc2)CC1	-4	-4.7%	-11%	-2	-5	24	0%	-16%	-3
COc1cc(C(=O)NCc2cccnc2)ccc1OCC(=O)Nc1cccc(C(F)(F)F)c1	-6	-0.6%	-4%	-2	-12	8	-6%	-8%	-15

By substructure: the compounds so far with a thiophene ring, fused or not.
SMILES	D1 PAM	RXFP1 ag	Vif-APOBEC3G blk	LDHA inh	D2 potentiator	D1 agonist	GRP78 ERSR act	Vif-A3F inh	D1 antag
CC(C)C(NC(=O)c1cccs1)C(=O)NC1CCCCC1 (centres undefined)	1	-2.9%	2%	-4	2	-1	0%	-9%	-4
N#C/C(=C/c1cccs1)c1nc2ccccc2[nH]1	0	1.9%	-24%	-1	-6	3	3%	-15%	-9

Screening results: PubChem BioAssay, National Center for Advancing Translational Sciences (NCATS)
